# GPR151 ag = activators of human GPR151; actives 1% (n = 650,000); PathHunter beta-arrestin GPR151 cells, luminescence; Q8TDV0; activation, % at 11.2 µM; in the data active = activation above about 4.9%;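 also: 0% = median of compound wells and 100% = cells with positive control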
# Target sequence (Q8TDV0 whole entry, looked up): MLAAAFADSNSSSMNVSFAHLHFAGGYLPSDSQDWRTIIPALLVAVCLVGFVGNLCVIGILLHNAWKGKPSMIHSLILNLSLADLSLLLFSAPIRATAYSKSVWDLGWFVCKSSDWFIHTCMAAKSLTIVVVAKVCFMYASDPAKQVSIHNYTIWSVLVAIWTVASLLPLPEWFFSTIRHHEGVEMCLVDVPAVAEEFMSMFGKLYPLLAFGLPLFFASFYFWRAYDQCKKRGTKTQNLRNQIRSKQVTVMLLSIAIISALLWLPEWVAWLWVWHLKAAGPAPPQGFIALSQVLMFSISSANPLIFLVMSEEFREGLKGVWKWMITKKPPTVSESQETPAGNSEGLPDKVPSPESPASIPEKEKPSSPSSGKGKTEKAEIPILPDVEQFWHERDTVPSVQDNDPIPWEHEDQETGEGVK
# TEAD-YAP block = TEAD-YAP interaction inhibition. actives 1.4% (n = 640,000). inhibition, % at 9.12 µM. HEK-TIYL cells, TEAD-Gal4/YAP UAS-luciferase luminescence; in the data active = inhibition above about 32%;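 also: 0% = median of test compound wells and 100% = reference inhibitor wells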
# MITF inh = blocks human microphthalmia-associated transcription factor. O75030. AlphaScreen MITF homodimerization, bead proximity signal. inhibition, % at 2.6 µM. actives 0.91% (n = 650,000); in the data active = inhibition above about 50%;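 also: 0% = vehicle wells with protein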
# Target sequence (O75030 whole entry, looked up): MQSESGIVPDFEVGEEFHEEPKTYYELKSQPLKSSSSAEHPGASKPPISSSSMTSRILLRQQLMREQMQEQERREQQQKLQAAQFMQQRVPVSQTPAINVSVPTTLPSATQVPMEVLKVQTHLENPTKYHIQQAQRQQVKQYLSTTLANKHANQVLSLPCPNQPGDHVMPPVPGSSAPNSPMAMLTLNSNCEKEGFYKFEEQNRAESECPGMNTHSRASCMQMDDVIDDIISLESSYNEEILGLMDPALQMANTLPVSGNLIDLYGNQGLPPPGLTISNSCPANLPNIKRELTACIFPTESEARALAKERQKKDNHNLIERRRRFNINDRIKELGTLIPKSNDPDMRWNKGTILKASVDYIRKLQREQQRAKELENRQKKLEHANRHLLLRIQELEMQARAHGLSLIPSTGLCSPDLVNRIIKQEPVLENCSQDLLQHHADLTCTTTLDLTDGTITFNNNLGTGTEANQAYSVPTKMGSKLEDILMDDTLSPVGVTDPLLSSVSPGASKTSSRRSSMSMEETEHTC
# FBW7 activator = human FBW7 E3 ligase activation, primary screen | AlphaScreen FBW7–phospho-cyclin E peptide binding, activator screen | normalized activity (activation), % at 26.1 µM | Q969H0 | actives 0.13% (n = 650,000); in the data active = normalized activity above about 1.9%;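 also: purified mutant Fbw7 with reduced substrate affinity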
# Active calls of the source: *; & = joins results of further samples. The order is random. Share with any hit: about 3.4%.
SMILES,GPR151 ag,TEAD-YAP block,MITF inh,FBW7 activator
COc1ccccc1CNC(=O)CCCc1nnc2n(C(C)C)c(=O)c3sccc3n12,-1.8,5,-4,-0.1
COc1cccc(CNC(=O)c2c(C)[nH]c(C(C)=O)c2C)c1,1.5,3,-7,0.3
N#Cc1ccc(C(=O)OCc2cccc([N+](=O)[O-])c2)cc1,1.1,-4,4,-0.2
Nc1c(C(=O)c2ccccc2)sc2nc(-c3ccccc3)cc(-c3ccccc3)c12,0.3,2,-11,0.3
CCNc1nccc(NCc2ccccc2)n1,-0.7,3,-5,0.1
Cc1onc(-c2c(Cl)cccc2Cl)c1C(=O)N1CCC(C)CC1,0.9,7,11,-0.2
COCCNC(=O)C1CCCN(S(=O)(=O)c2c(C)noc2/C=C/c2cccs2)C1 (centres undefined),5.3*,0,-8,-0.4
O=C(Cc1ccc2c(c1)OCCO2)Nc1nc(-c2c[nH]c3ccccc23)cs1,1.2,2,1,0.0
COc1ccc(CSc2ncnc3nc[nH]c23)cc1,0.4,6,5,-0.3
COc1ccc(C(=O)CC2(O)C(=O)N(CC(N)=O)c3ccccc32)cc1 (centres undefined),-0.9,0,-1,-0.1
O=C(c1ccc(Cl)s1)N1CC(c2nc3ccccc3[nH]2)C1,-1.3,5,17,0.6
O=C(O)Cc1ccc(NC(=O)c2ccc(Cl)c(Cl)c2)cc1,1.6,10,1,-0.2
CCOC(=O)Cn1c(=NC(=O)CN2C(=O)CCC2=O)sc2c(C)cc(C)cc21,1.0,3,-6,0.0
Cc1ccc(O)c(-c2cc(C(F)(F)C(F)F)no2)c1,0.6,-10,-6,0.0
CC(/C=N/N1CCN(c2ccccn2)CC1)=C\c1ccccc1,0.4,-22,-16,-0.1

# Overlap with the part before: 3 compounds, then new ones.
SMILES,GPR151 ag,TEAD-YAP block,MITF inh,FBW7 activator
CCOC(=O)Cn1c(=NC(=O)CN2C(=O)CCC2=O)sc2c(C)cc(C)cc21,1.0,3,-6,0.0
Cc1ccc(O)c(-c2cc(C(F)(F)C(F)F)no2)c1,0.6,-10,-6,0.0
CC(/C=N/N1CCN(c2ccccn2)CC1)=C\c1ccccc1,0.4,-22,-16,-0.1
CC1CCCCC1NC(=O)C1CCN(c2c3c(nc4ncnn24)CCC3)CC1 (centres undefined),-0.3,1,4,0.0
N#Cc1ccc(-c2csc(NC(=O)c3cc([N+](=O)[O-])cc([N+](=O)[O-])c3)n2)cc1,0.5,1,-10,-0.1
CN1CCN(C(=O)c2ccc(-c3cc(C(=O)NCCO)ccn3)cc2)CC1,2.4,9,-4,0.1
Cc1cc(Cl)ccc1NCC(=O)NN,-0.2,-2,7,0.8
Cc1cc(N2CCN(c3ncccn3)CC2)nc2ccc(NC(=O)C3CCCCC3)cc12,0.6,0,3,0.0
Nc1nc(Nc2ccc3c(c2)OCO3)cc(Nc2ccncn2)n1,-0.2,5,16,0.1
CC(C)n1c(-c2ccccc2)nc2c(NC3CCN(Cc4ccccc4)CC3)ncnc21,-0.9,2,24,0.3
COc1cc(C2C3=C(CCCC3=O)N(c3ccccc3Cl)C(=N)/C2=C(/O)c2ccc(C)cc2)cc(OC)c1OC (centres undefined),1.0,-14,-2,-0.1
O=C(CSCc1ccccc1F)NCc1ccccc1,0.1,-49,12,-0.1
COc1ccc(NC(=O)c2cnc(N3CCN(c4ccccc4OC)CC3)c3ccccc23)cc1Cl,-0.9,3,-3,0.0
Nc1ccccc1C(=O)Nc1ccccc1,-3.0,-19,0,-0.3
O=c1cc[nH]c2c1ccc1c(=O)cc[nH]c12,-0.5,8,48,-0.5
CCc1ccc(C2C(C(=O)O)c3cc(OC)c(OC)cc3C(=O)N2C)cc1 (centres undefined),-0.3,1,-7,0.1
N/N=C1\CCCc2c1[nH]c1ccc(Cl)cc21,0.2,1,25,0.4
COC(=O)c1ccc(CN2CCc3nnc(CNC(=O)c4cc(C)oc4C)n3CC2)cc1,0.1,14,3,-0.1
CCc1c(C)nc(Nc2nc(C)c3ccccc3n2)[nH]c1=O,-0.3,-2,-4,-0.1
O=C(NC(=O)C(F)(F)F)Nc1ccc(F)cc1Cl,-0.4,-2,3,-0.2
Cc1ccc(-c2nnc(Nc3cccc(Cl)c3)c3ccccc23)cc1S(=O)(=O)N1CCOCC1,-0.9,4,6,-0.2
CCc1ccccc1N(CC)C(=O)c1coc(=O)c2ccccc12,-0.5,14,8,-0.2
O=C(/C=C/c1ccccc1[N+](=O)[O-])Nc1ccc(Cl)cc1,1.1,-58,-16,-0.3
CCOC(=O)C1CCN(CC(=O)NCc2ccc(C)cc2)CC1,-0.6,-2,23,0.1
CCOC(=O)C(C)(C)Oc1ccc(Cl)cc1,-1.5&0.8&0.1&1.9,4&-4&0,1&-5&-2&-2,0.0&0.1&0.0&0.0
CCOc1ccc(C(=O)NCCCOC(C)C)cc1OCC,0.5,3,-4,-0.1
COc1ccc(CN2CCN(C3CCCCC3)CC2)c(OC)c1OC,0.7,8,76*,0.1
CCOc1ccccc1N(C)C(=O)c1cc(S(=O)(=O)NC2CCCCCC2)ccc1F,0.6,-16,-3,-0.1
CCOc1ccc(-n2cc(C(=O)N3CCN(Cc4ccccc4)CC3)c3cc(OC)c(OC)cc3c2=O)cc1,2.0,16,-2,-0.1
COc1cccc(OCC(=O)N(Cc2nc(-c3ccccc3)no2)C(C)C)c1,-0.2,-5,7,0.0
CSc1ccccc1C(=O)Nc1cc([N+](=O)[O-])ccc1C,-2.2,6,5,-0.2
COc1ccc(C2Nc3ccccc3C(=O)N2c2ccc(F)cc2)cc1CSc1nc2ccccc2s1 (centres undefined),-1.8,-28,22,0.1
Cc1cc(=O)[nH]c2c1c(C)nn2-c1ccccc1,2.2&0.5,8&0,5&7,0.0&0.2
O=C(Cn1c2ccccc2c(=O)c2ccccc21)N1CCN(c2ccc(F)cc2)CC1,1.2,-2,6,0.1
CC(C)N1C(=O)CCN(C=O)c2ccccc21,0.2,-5,5,0.0
CC(=O)CCS(=O)(=O)c1ccc(C)c(C)c1,0.0,3,-1,0.4
CCOc1ccc(NC(=O)CSc2nnc3ccccn23)cc1,1.0,-14,-4,0.0
COCCNc1nc2nonc2nc1N(C)Cc1cccc2cnccc12,0.9,7,8,0.0
CC1=C(C(=O)OCc2ccc(C)cc2)C(c2ccc(F)cc2)NC(=O)N1 (centres undefined),-2.1,16,12,0.3
COC(=O)C1=C(C)NC(C)=C(C(=O)OC)C1c1ccc(-c2ccc(C)cc2)o1,-0.9,-8,-10,0.0
CCOC(=O)c1cc2occc2n1CC(=O)N1CC(C)CC(C)C1 (centres undefined),2.2,-1,6,0.3
COc1ccccc1CNC(=O)CN(c1cccc(Br)c1)S(C)(=O)=O,0.3,11,-3,-0.1
Cc1ccccc1Nc1nc2nonc2n2nnnc12,-3.9,10,4,0.2
CC1CCCC(N=C2NS(=O)(=O)c3cc([N+](=O)[O-])ccc32)C1C (centres undefined),-0.7,-3,7,-0.1
CN(CC(=O)NC1CC(C)(C)NC(C)(C)C1)S(=O)(=O)c1ccc(Br)cc1,-0.9,-2,-2,0.0
N#Cc1c(/N=C/c2cccs2)sc2c1CCCC2,1.2,-1,-7,-0.1
CCN(CC)c1nc(C)nc2sc(C(=O)NCc3ccc(F)cc3)c(C)c12,0.8,-13,17,0.1
O=C(CN1CCC(N2CCCCC2)CC1)NC(c1ccccc1)c1ccccc1,0.2,-6,14,-0.1

# Reformatted as labelled records: three of the compounds above.
Cc1cc(N2CCN(c3ncccn3)CC2)nc2ccc(NC(=O)C3CCCCC3)cc12
  GPR151 ag: 0.6 | TEAD-YAP block: 0 | MITF inh: 3 | FBW7 activator: 0.0

Nc1nc(Nc2ccc3c(c2)OCO3)cc(Nc2ccncn2)n1
  GPR151 ag: -0.2 | TEAD-YAP block: 5 | MITF inh: 16 | FBW7 activator: 0.1

CC(C)n1c(-c2ccccc2)nc2c(NC3CCN(Cc4ccccc4)CC3)ncnc21
  GPR151 ag: -0.9 | TEAD-YAP block: 2 | MITF inh: 24 | FBW7 activator: 0.3

# Continued.
SMILES,GPR151 ag,TEAD-YAP block,MITF inh,FBW7 activator
O=c1oc(COc2ccc(Cl)cc2)nc2ccc(Br)cc12,1.4,-6,1,-0.1
O=c1[nH]c(-c2ccc([N+](=O)[O-])cc2)nc2sc3c(c12)CCCC3,-0.1,-57,-2,0.0
O=C(NCCCN1CCCC1=O)c1ccc(NC2=NC3CS(=O)(=O)CC3S2)cc1 (centres undefined),0.8,1,3,0.0
CCOC(=O)C1=C(C)N=c2s/c(=C\c3ccc(-c4cc(Cl)ccc4C)o3)c(=O)n2C1c1cccc(OC)c1 (centres undefined),2.3,3,13,0.1
COc1ccc(C(CCNCc2ccc(N(C)C)cc2)C2CCOC(C)(C)C2)cc1 (centres undefined),1.1,10,8,-0.3
CC(=O)Cc1nsc(NC(=O)c2ccc(-c3ccc([N+](=O)[O-])cc3Cl)o2)n1,2.1,4,13,0.3
O=C(N/N=C/c1cccc([N+](=O)[O-])c1)C1(C(=O)N/N=C/c2cccc([N+](=O)[O-])c2)CCC1,0.4,10,-18,0.1
Cc1cc(C)c(C)c(OCC(=O)N2CCCCCC2)c1,3.2,-2,3,0.3
Cc1cc(C)c2nc(NC(=O)C3=COCCO3)sc2c1,3.1,-80,0,0.0
O=C(Cn1nc(-c2ccc(F)cc2)ccc1=O)NCCN1CCCC1,-1.0,-2,16,0.3
CCCc1nnc(NC(=O)c2ccccc2C)s1,-0.7,-47,4,0.2
C=CCNC(=S)NNc1ncnc2sc3c(c12)CC(C)(C)OC3,-0.5,11,6,0.6
O=C(COC(=O)c1cc(=O)c2ccccc2o1)Nc1ccc(F)cc1Cl,-1.3,15,11,0.0
CC(=O)Nc1cccc(-c2cnn3ccc(Nc4cccc(Cl)c4)nc23)c1,0.2,4,13,0.2
N#Cc1c(N)/c(=C\c2ccccc2)c2n1C(=O)C(c1ccccc1)SC=2C(N)=O (centres undefined),0.4,-3,-9,-0.2
O=C(Cc1c[nH]c2ccccc12)N/N=C/c1cc(Br)ccc1F,1.3,15,15,0.0
COc1ccc(C(N)=O)cc1S(=O)(=O)N1CCOCC1,0.1,1,-11,-0.1
Cc1sc2nc(Cc3ccccc3)n(Cc3cccc(F)c3)c(=O)c2c1C,-0.3,-7,-14,0.0
CC(=O)c1ccc(NC(=O)CN2CCN(c3cccc(C)c3)CC2)cc1,0.2,15,38,0.0
Nc1nc(NCCO)cc(-c2ccc(C(=O)NC3CC3)cc2)n1,-0.7,1,10,0.0
CCCCOC(=O)c1cccc(NC(=O)C(F)(F)F)c1,1.2,-3,-5,0.1
COc1ccccc1CNC(=O)CCCOc1ccc(Br)cc1,-0.9,-6,13,1.1
COc1ccc(OC)c(C2CC(=O)C3=C(C2)NC(=O)CC3c2ccc([N+](=O)[O-])cc2)c1 (centres undefined),0.1,-9,16,0.6
CCC(C)Sc1nnc(CNC(=O)C23CC4CC(CC(C4)C2)C3)n1CC (centres undefined),-0.5,4,-1,-0.1
O=C(CC(=O)Nc1ccc(Cl)c(Cl)c1)N/N=C/c1ccccc1O,1.2,-11,6,0.0
CCOC(=O)Cn1c(=N)n(CCN2CCOCC2)c2ccccc21,-1.6,-11,-3,0.0
Cc1oc(C(C)(C)C)cc1C(=O)N1CCN(c2ccc([N+](=O)[O-])cc2)CC1,-0.1,-12,-18,0.2
Cc1ccc(-c2c3cc(O)c(=O)cc-3oc3cc(O)c(O)cc23)cc1,0.8,5,102*,-0.4
CC1CC(C)CN(C(=O)c2cn3ccsc3n2)C1 (centres undefined),0.1,-3,5,0.4
CCOC(=O)C1=C(O)/C(=C/c2ccc(Cl)cc2)SC1=Nc1ccc([N+](=O)[O-])cc1,-0.4,0,2,-0.1
Cc1cc(Br)ccc1NS(=O)(=O)c1cccc2nsnc12,-1.0,2,21,0.4
O=C(C(O)c1ccc(Br)cc1)N1CCC(Nc2ccc3cnccc3c2)CC1 (centres undefined),-0.5,-13,3,0.0
O=C(COc1coc(CN2CCc3ccccc3C2)cc1=O)N1CCCCCC1,0.4,2,-3,-0.1
CCC1c2ccc(C)n2CCN1C(=O)Nc1ccccc1F (centres undefined),-0.6,-12,2,-0.2
Cc1cccc(-c2noc(CN(C)C(=O)Nc3ccc(Cl)cc3)n2)c1,0.1,-1,-4,-0.1
COc1ccc(N=C2NC(=O)/C(=C\c3ccco3)S2)cc1,-0.3,-6,11,0.1
Cn1c2ccccc2c2cc(C=O)ccc21,0.5,20,5,0.1

# Grouped by structure, the compounds so far with a COOH group (two)
SMILES,GPR151 ag,TEAD-YAP block,MITF inh,FBW7 activator
O=C(O)Cc1ccc(NC(=O)c2ccc(Cl)c(Cl)c2)cc1,1.6,10,1,-0.2
CCc1ccc(C2C(C(=O)O)c3cc(OC)c(OC)cc3C(=O)N2C)cc1 (centres undefined),-0.3,1,-7,0.1

# Of the compounds above, two contain a CF3 group.
SMILES,GPR151 ag,TEAD-YAP block,MITF inh,FBW7 activator
O=C(NC(=O)C(F)(F)F)Nc1ccc(F)cc1Cl,-0.4,-2,3,-0.2
CCCCOC(=O)c1cccc(NC(=O)C(F)(F)F)c1,1.2,-3,-5,0.1

# Bioassay records as filed in PubChem BioAssay.
